Compound activity: PubChem, National Center for Advancing Translational Sciences (NCATS)
KDM5B inh = KDM5B demethylase inhibition; 220,000 compounds, 2.6% hits; Q9UGL1; AID 1347165; Potency, µM (titrated, usually from 57.7 µM), without a hit: top-dose activity change, negative = inhibition, usual class: inhibitors; KDM5B demethylase, FDH-coupled NADH fluorescence (FDH is formaldehyde dehydrogenase); active = well fitted inhibition curve with a large enough effect; inconclusive = small, poorly fitted or top-dose-only effect; inactive = no such curve, though single readings can be large or run the other way; note: 0% is about no effect; nearly all actives have a fitted effect of over 70% in size
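Here, H3K4me3 peptide (12.5 µM in substrate mix) is demethylated by KDM5BΔAP, 200 nM final, after 10 min compound exposure. Formaldehyde product is coupled through FDH (0.25 U/mL in mix) to NADH fluorescence; 30-min ΔRFU feeds dose-response curves.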
* marks the source's active call; other numbers are inactive results; u = inconclusive; [ ] = remark or other dose. Potency is the fitted concentration of half-maximal effect. An excerpt, so the mix of outcomes need not match the whole.

SMILES	KDM5B inh
C/C(=N\Nc1nc2ccccc2[nH]1)c1ccc([N+](=O)[O-])cc1	29%
COc1ccc(-n2cnc3c2NC(=O)CC3c2cc(OC)c3c(c2OC)OCO3)cc1 (stereo not given)	u
Cc1nc(CN2C[C@H](C(=O)NCc3cccc(Cl)c3)C[C@@H]2c2ccc(F)cc2)cs1	-18%
CN1Cc2cccn2CC1CNC(=O)Cc1cccc(F)c1 (stereo not given)	28µM*
CCOC(=O)c1ccccc1NC(=O)CSc1c(C(C)C)cnc2c1c(=O)n(C)c(=O)n2C	21%
CCCCn1c(=N)n(CCOc2ccccc2OC)c2ccccc21	-2%
COCCN1CC2(CCCN(C(=O)NCCc3cccs3)C2)CCC1=O (stereo not given)	10%
CCCn1cnc2c1c(=O)n(Cc1csc(C(C)C)n1)c(=O)n2C	29%
O=C(Cc1ccccc1)N1CCn2c(nnc2[C@@H]2C[C@@H](O)CN2Cc2ccccc2)C1	-15%
CCCCOc1ccc(CSCCN)cc1Cl	-8%
O=C([C@@H]1CCCN1C(=O)Cn1ccc2ccccc2c1=O)N1CCOCC1	u
CCc1ccc(CNC(C)(C)CO)cc1	-8%
O=C(Cn1c(=O)c2ccccc2n(CC(=O)Nc2ccccc2F)c1=O)NCCc1ccccc1	u
O=C1CN(C(=O)/C=C/c2ccccc2)CCN1	-2%
O=C(NC1(C(F)(F)F)N=C(c2ccccc2)N(CCc2ccccc2)C1=O)C1CC1 (stereo not given)	10%
Cc1cnn(CCC(=O)N2CCCC(c3nnc(Cn4ccnc4)n3C)C2)c1 (stereo not given)	-16%
CN1CC(=O)N(c2ccccc2F)Cc2c(NCc3ccccc3)ncnc21	2%
CC(C)(C)c1cc(C(C)(C)C)c2oc(=O)c(-c3nc4ccccc4[nH]3)cc2c1	u
CC1CCN(CC2CCCNCC2)CC1 (stereo not given)	u
O=C(NCCCN1CCCC1=O)c1cc(=O)c2ccccc2o1	3%

Of the compounds above, these contain an NH in an aromatic ring.
SMILES	KDM5B inh
C/C(=N\Nc1nc2ccccc2[nH]1)c1ccc([N+](=O)[O-])cc1	29%
CC(C)(C)c1cc(C(C)(C)C)c2oc(=O)c(-c3nc4ccccc4[nH]3)cc2c1	u

Continuation.
SMILES	KDM5B inh
O=C(CCNc1cnc2cnccn12)NCc1ccc(F)c(Cl)c1	25µM*
Cc1ccc(Cn2c(-c3ccccc3)nc3ccccc32)cc1	u
CCCNC(=O)N(C1CCOCC1)C1CCN(C(=O)c2ccc(CC)cc2)CC1	-2%
CC(=O)c1c(COC(=O)c2cccc(C)c2)nc2ccccc2[n+]1[O-]	3%
Cn1cnc(S(=O)(=O)N2CCC3(CC2)N(CC2CC2)C(=O)CS3=O)c1 (stereo not given)	-8%
COc1ccc(Cc2nc3c4c(ncn3n2)Oc2cc(O)ccc2C4c2ccccc2)cc1OC (stereo not given)	10%
Cc1ccccc1CCNC(=O)c1nccnc1N	u
Cc1cccc(/C=C(/C(=O)O)c2cccs2)c1	17%
OCC1(CN2CCCC2)CCN(Cc2ccc(Cl)c(F)c2)CC1	-14%
Cc1ccc2ccccc2c1CN1CCC2(CCCO2)CCC1=O (stereo not given)	19%
O=C(C1CCCC1)N1CCC(Oc2cccc(F)c2)C1 (stereo not given)	-2%
CN(CC(=O)NCC(F)(F)F)C1CCCc2ccccc21 (stereo not given)	15%
O=C(CC1CCCC1)N1CCCCCC1c1nnc(-c2ccccc2)o1 (stereo not given)	31%
COc1ccc(Oc2c(C(F)(F)F)oc3c(CN4CCCC(C)C4)c(O)ccc3c2=O)cc1 (stereo not given)	u
O=C1CO[C@H]2CCN(Cc3ccccc3Cl)CC[C@@H]2N1CCc1cccnc1	u
COc1cc(C2CC(=O)Nc3c(C(=O)O)cn(-c4ccc(F)cc4)c32)cc(OC)c1OC (stereo not given)	u
COc1cc(-c2ccccc2)sc1C(=O)N1CCS(=O)CC1	-6%
COc1ccc(-n2cc(CN3CCCN(C)CC3)c(-c3cccc(F)c3)n2)cc1	u
Cc1cnccc1N1CCCN(C(=O)C2CC3(CCNCC3)CN2)CC1 (stereo not given)	-17%
O=C(Nc1ccc(Cl)cc1)N1CCn2c(nnc2-c2ccccc2)C1	31%

Some of these compounds in order of their number in KDM5B inh, ascending:
SMILES	KDM5B inh
OCC1(CN2CCCC2)CCN(Cc2ccc(Cl)c(F)c2)CC1	-14%
COc1ccc(Cc2nc3c4c(ncn3n2)Oc2cc(O)ccc2C4c2ccccc2)cc1OC (stereo not given)	10%
Cc1ccc2ccccc2c1CN1CCC2(CCCO2)CCC1=O (stereo not given)	19%
O=C(Nc1ccc(Cl)cc1)N1CCn2c(nnc2-c2ccccc2)C1	31%

Continuation.
SMILES	KDM5B inh
CCOc1ccc2nc(SCC(=O)c3ccc(O)cc3O)sc2c1	22%
COc1cc(-c2ccnc3ncnn23)cc(OC)c1OC	u
COc1cc(/C=C/c2ccc3cccc(O)c3n2)cc(OC)c1OC	3%
C=CCNC(=O)c1cc(-c2ccc3c(c2)OCO3)on1	-6%
CSCC(=O)N1CCC2(CCN(Cc3cccc(F)c3)CC2)C(CO)C1 (stereo not given)	18%
O=C(c1ccncc1)N1CC[C@H](c2nnc(-c3ccncc3)o2)C1	-23%[86.2 µM]
O=C1Nc2ccccc2CC12CCCN2CC1CCCCC1 (stereo not given)	-30%[149 µM]
Cc1cc(C(=O)Cn2nc(C(=O)O)c3ccccc3c2=O)c(C)n1CCc1ccc(F)cc1	-10%
O=C(CSc1nncn1-c1ccccc1)Nc1cc(F)ccc1F	34%
COc1ccc(CC(=O)NCC(c2cccs2)S(=O)(=O)c2ccc(C)cc2)cc1 (stereo not given)	8%
COc1ccc(S(=O)(=O)N(C)C)cc1NC(=O)Cc1nn(C)c(=O)c2ccccc12	-6%
CNC(=O)[C@H]1C[C@H](Oc2ccccc2)CN1C(=O)Cc1ccccc1F	-11%
COC(=O)c1ccc(NC(=O)c2noc3c2COc2ccc(C)cc2-3)cc1	0%
Cc1ccc(-c2nc(C(=O)N3CCN(c4ccccc4C)CC3)no2)cc1	u
CN(C(=O)CSc1nc2ccc(NC(=O)c3ccccc3F)cc2s1)c1ccccc1	u
O=C(C1CC1)N1CCOc2ccc(CN3CCCC3)cc2C1	-15%
CC1=C(C(=O)OC(C)(C)C)C(c2ccc(Cl)cc2)NC(=O)N1 (stereo not given)	12%
CCOCCCNCc1cccc(OC)c1	-21%
Cc1cc(C)nc(N2CCN(C(=O)C3CCN(CC(N)=O)CC3)CC2)n1	28µM*
Cc1ccc(Sc2ncccc2C(=O)NCc2cc([N+](=O)[O-])ccc2O)cc1C	-23%
COCc1nnc(NC(=O)c2ccc3c(ccn3Cc3ccccc3)c2)s1	u
O=C(CCC[C@H]1NC[C@@H]2C[C@H]1CN(Cc1ccccc1)C2)N1CCN(C2CCCCC2)CC1	u
Cc1ccc2c(C)c(C(=O)NCCN3CCOC3=O)oc2c1C	-18%
CCCCN(C)C(=O)CNC(=O)c1nn(-c2ccc(OC)cc2OC)c(=O)c2ccccc12	17%
Cc1ccc(NC(=O)C(Sc2ccc(S(=O)(=O)N3CCOCC3)cn2)c2ccccc2)cc1 (stereo not given)	-12%
Cc1ccc(C)c(-n2nc(-c3c(C)nc4scc(CC(=O)N5CCOCC5)n4c3=O)cc2C)c1	28µM*
Cc1ccc(Nc2ccc(N3CCN(C(=O)c4ccc([N+](=O)[O-])cc4Cl)CC3)nn2)cc1	-56%
Cc1c(C(=O)Nc2ccc(Br)cc2F)oc2ccc(S(=O)(=O)N3CCCCC3)cc12	-7%
Cc1cccc(C(=O)O)c1NC(=O)c1ccco1	-13%
COc1ccc(CN[C@H]2CC(C)(C)[C@@H]3C[C@@](C)(O)CC[C@]23CCC(=O)NCc2ccco2)cc1	-4%
CCOc1ccc(CCNC(=O)c2cc3ccccc3oc2=O)cc1OCC	-11%
c1ccc(COc2ccc(CN3CCN(C4CCNC4)CC3)cc2)cc1 (stereo not given)	u
Cc1ccc(C(=O)N2CCN(c3oc(C4CC4)nc3C#N)CC2)c(C)c1	5%
CC(C)c1ccc(/C=C(/CC(=O)O)c2nc3ccccc3s2)cc1	u
O=C(Cc1c[nH]c2ccccc12)N1CCN(S(=O)(=O)c2cccc(F)c2)CC1	-9%
COc1cccc(CNC(=O)Cn2nc(C)n3c(cc4cc(C)ccc43)c2=O)c1OC	u
COCCOC1CCOC2(CCN(C(=O)Cc3ccsc3)CC2)C1 (stereo not given)	u
N#Cc1ccc(/C=C/C(=O)c2ccc(N3CCOCC3)cc2)cc1	-2%
COc1cc(-c2n[nH]c(=O)n2CCC(=O)O)ccc1O	16%
CCC[C@H]1CN(CCCOc2ccc(C(N)=O)cc2)C[C@@H]1NC(C)=O	-16%
Cc1ccc([S+](=O)([O-])c2nnn3c2nc(NC2CC2)c2ccccc23)cc1C	-12%[115 µM]
O=C(C1CCC1)N1CCC(Cc2nc(-c3cccnc3)n[nH]2)C1 (stereo not given)	-13%
CC(C)c1ccc(OCC(=O)NOCc2ccccc2)cc1	20%
COCCN1C(=O)c2n[nH]c(-c3ccco3)c2C1c1ccc(OC)c(OC)c1 (stereo not given)	-18%
Cc1ccccc1NC(=O)N1CCc2c(c3cc(F)ccc3n2C)C1	28µM*
COC(=O)c1ccsc1NC(=O)CCS(=O)(=O)c1ccccc1	-8%
CCOC(=O)c1ccc(NC(=O)c2cn(-c3ccccc3)nc2-c2ccc(Br)cc2)cc1	5%
Cc1cccc(C(=O)Nc2ccc3nc(SCc4ccc(Br)cc4)sc3c2)c1	-9%
COC(=O)CSc1nc2c(cc1C#N)CCCC2	7%
COc1ccccc1CCC(=O)N1CCN(c2cc(-c3cccs3)[nH]n2)CC1	u
Cc1ccc(N(CC(=O)N[C@H]2CC[C@H]2N)S(C)(=O)=O)cc1	0%
COc1ccccc1C1=NS(=O)(=O)N(C)C(C(=O)Nc2ccccc2SC)=C1	12%
O=C1CC(c2ccccc2)N(Cc2ccc3[nH]ccc3c2)CCCCCN1 (stereo not given)	u
O=C(NCCc1cccc2cccnc12)N1CCC(n2cccc2)CC1	2%
COCCn1c(SCc2cc(C)ccc2OC)nnc1-c1ccccc1	14%
O=C(NC1CCCC1)C1CCc2ncc(-c3ccc(F)cc3)n2C1 (stereo not given)	0%
O=C(O)c1ccccc1C(=O)N[C@H]1CO[C@H]2[C@@H]1OC[C@@H]2n1nnnc1Oc1cccc(N2CCOCC2)c1	-16%
CCOc1cccc2cc(-c3cn4c(n3)sc3cc(C)ccc34)c(=O)oc12	-13%
O=[S+]([O-])(Nc1ccccc1)c1ccc2c(c1)OCCN(Cc1ccsc1)C2	-22%[86.2 µM]
O=C(Nc1ccccc1)N[C@H]1CO[C@H]2[C@@H]1OC[C@@H]2Nc1nccc(C2CCCC2)n1	4%[86.2 µM]

Entries listed above shown as hits in KDM5B inh:
SMILES	KDM5B inh
CN1Cc2cccn2CC1CNC(=O)Cc1cccc(F)c1 (stereo not given)	28µM*
O=C(CCNc1cnc2cnccn12)NCc1ccc(F)c(Cl)c1	25µM*
Cc1cc(C)nc(N2CCN(C(=O)C3CCN(CC(N)=O)CC3)CC2)n1	28µM*
Cc1ccc(C)c(-n2nc(-c3c(C)nc4scc(CC(=O)N5CCOCC5)n4c3=O)cc2C)c1	28µM*
Cc1ccccc1NC(=O)N1CCc2c(c3cc(F)ccc3n2C)C1	28µM*

The main list resumes with the two entries that preceded the break.
SMILES	KDM5B inh
O=[S+]([O-])(Nc1ccccc1)c1ccc2c(c1)OCCN(Cc1ccsc1)C2	-22%[86.2 µM]
O=C(Nc1ccccc1)N[C@H]1CO[C@H]2[C@@H]1OC[C@@H]2Nc1nccc(C2CCCC2)n1	4%[86.2 µM]
CC(=O)Nc1ccc(C(=O)CSc2nnc3cc(C)c4ccccc4n23)cc1	u
Cc1ccc(CNC(=O)C2CCN(c3cn[nH]c(=O)c3)C2)o1 (stereo not given)	-22%
Cn1c([C@H]2CCN(S(=O)(=O)c3cccc4cccnc34)C2)nc2ccccc21	u
Cc1cccc(CN2CCNc3cnc(Oc4ccccc4)cc3C2)c1	u
CC(SCc1ccccc1)C(=O)N(CC#N)C1CC1 (stereo not given)	17%
O=C(NC[C@H]1O[C@@H](Cc2nc(-c3ccc(OC(F)(F)F)cc3)no2)[C@H](O)[C@@H]1O)C1CC1	-19%
COCCN(C)C(=O)C(C)(C)Oc1nn(Cc2cccnc2)c2ccc(COC)cc12	7%[86.2 µM]
COc1ccc(NC(=O)c2c(C)oc3ccc(O)c(CN4CCN(Cc5ccccc5)CC4)c23)cc1Cl	u
C[S+](=O)([O-])N1Cc2ccccc2CC2(CCN(Cc3cccnc3)C2)C1 (stereo not given)	-13%[115 µM]
COCC(=O)N1CCc2nc(-c3ccc(Cl)cc3)nc(-c3ccccc3)c2C1	-2%
O=C(COc1cccc(-n2cnnn2)c1)N1CCN(S(=O)(=O)c2cccc(F)c2)CC1	5%
Cc1c(C(=O)O)c(C(=O)O)c2n1CCS2	-8%
CCN(CC)S(=O)(=O)c1nnc(NC(=O)c2ccc(C(C)C)cc2)s1	15%
O=S(=O)(c1ccc(Br)c2ccccc12)N1CCCC1	-13%
COc1ccc(NC(=O)CSc2nc3nc(C)c(Cc4ccccc4Cl)c(C)n3n2)cc1OC	-12%
CCN(CC)c1nc2ccccc2nc1C(=O)Nc1ccc(OC)cc1	-3%
COc1ccc(OCC(=O)OCC(=O)N2CC(=O)Nc3ccccc32)cc1	-1%
COCCCNC(=O)c1cc2c(=O)n3cccc(C)c3nc2s1	u
